SRC1 TRFRET art – flags TR-FRET format artefacts in PPARgamma SRC-1 recruitment agonist screen; TR-FRET detection artefact counter-screen, emission ratio; hits give high values; TR-FRET ratio at 8 µM; hit rate 0.34% among 99,000; AID 1051; in the data active = TR-FRET ratio above about 2300; also: inactives centre near 1800; reference of the scale not given here
SRC3 TRFRET art – TR-FRET artefact, counter-screen to PPARgamma/SRC-3 agonist assay. PPARgamma/SRC-3 format; hits give high values. TR-FRET ratio at 8 µM. hit rate 0.39% among 99,000; in the data active = TR-FRET ratio above about 2000; also: inactives centre near 1600; reference of the scale not given here
An asterisk follows results filed as active.

Start of the listing, in advance:
Fields – SRC1 TRFRET art	SRC3 TRFRET art
O=P(c1ccccc1)(c1ccccc1)c1nc(-c2ccc(Cl)cc2)oc1N1CCOCC1
    1652	1551
Cc1cc(C2=NNC(=NC3CC3)SC2)c(C)n1-c1ccccc1F
    1591	1431
COc1cc(-c2cc(=O)c3ccccc3o2)ccc1O
    1833	1699
CN(Cc1nc2ccc(F)cc2[nH]1)Cc1nc(CC2CC2)no1
    1641	1714
O=C1N(Cc2cccc(Cl)c2)C[C@@H]2C[C@@H](c3cccn3-c3ccccn3)N3CCC[C@@]123
    1639	1519
CSC1=NCCN1C(=O)c1ccc(C)cc1
    1870	1490
CCOC(=O)NN1C(=O)c2ccccc2NC1c1ccc(N(C)C)cc1 (stereo unspecified)
    1879	1646

The listing, from the first entry:
Fields – SRC1 TRFRET art	SRC3 TRFRET art
O=P(c1ccccc1)(c1ccccc1)c1nc(-c2ccc(Cl)cc2)oc1N1CCOCC1
    1652	1551
Cc1cc(C2=NNC(=NC3CC3)SC2)c(C)n1-c1ccccc1F
    1591	1431
COc1cc(-c2cc(=O)c3ccccc3o2)ccc1O
    1833	1699
CN(Cc1nc2ccc(F)cc2[nH]1)Cc1nc(CC2CC2)no1
    1641	1714
O=C1N(Cc2cccc(Cl)c2)C[C@@H]2C[C@@H](c3cccn3-c3ccccn3)N3CCC[C@@]123
    1639	1519
CSC1=NCCN1C(=O)c1ccc(C)cc1
    1870	1490
CCOC(=O)NN1C(=O)c2ccccc2NC1c1ccc(N(C)C)cc1 (stereo unspecified)
    1879	1646
CC(=O)N1N=C(c2ccc(Br)cc2)OC1(C)CC(=O)Nc1ccccc1 (stereo unspecified)
    1768	1464
COc1cccc(CC2(CO)CCCN(Cc3cn[nH]c3-c3ccc(F)cc3)C2)c1 (stereo unspecified)
    1743	1320
Cc1ccccc1Nc1nc(N)nc(COC(=O)c2cccc(S(=O)(=O)NCc3ccccc3)c2)n1
    1448	1503
Cn1cccc1CNC(=S)Nc1cc(F)cc(F)c1
    1797	1332
Cc1ccc(C(=O)c2ccccc2C(=O)OCC(=O)NC(C)(C)C)cc1
    1757	1417
O=C(c1ccc(NC(=S)NCc2ccco2)cc1)N1CCCCC1
    1679	1651
Cc1ccc(-c2csc(NC(=O)/C=C/c3cccs3)n2)cc1C
    1918	1667
O=C(CN(C(=O)c1csnn1)c1cccc2ccccc12)NC1CCCC1
    1899	1573
O=C(Cn1c(N2CCN(c3ccccc3)CC2)nc2ccccc21)c1ccccc1
    1513	1384
CCCc1nc2c(o1)CC(CC(C)SCC)CC2=O (stereo unspecified)
    1912	1541
Cc1ccc(NC(=O)CN(C)C(=O)CSc2nnc(C(F)(F)F)n2C)cc1
    1877	1572
CCC(C)/C(C)=N/NC(=O)c1cn(-c2ccccc2)nc1-c1ccccc1 (stereo unspecified)
    1781	1551
CC(C)CC(=O)NC(=S)N1CCN(c2ccc([N+](=O)[O-])cc2Cl)CC1
    1693	1414
NCCCC[C@@H]1NC(=O)c2cc([N+](=O)[O-])cc(I)c2SC[C@@H](C(N)=O)NC(=O)[C@H](Cc2ccc(O)cc2)NC1=O
    1711	1495
CC(C)NC(=O)C1CCN(C(=O)N(C)C)CC1
    1953	1636
CCOC(=O)c1sc(NC(=O)COC(=O)CNC(=O)c2ccco2)c(C(=O)OCC)c1C
    1571	1584
Cc1cccc(NC(=O)c2cnn(-c3ccc(F)cc3)c2C2CCNCC2)c1C
    1820	1765
Nc1ccccc1NC1=CC(=O)CC(c2ccccc2)C1 (stereo unspecified)
    1798	1399
Cc1cc(C)c2ccc3c(C)c(C)nc3c2[nH]1
    1960	1433
COc1cc(OC)cc(C(=O)OCC(=O)Nc2ccc(F)cc2F)c1
    1782	1657
CCCCN(CC(=O)NCc1ccc(F)cc1)C(=O)c1ccco1
    1520	1595
O=C(NC(CO)Cc1ccccc1)c1ccccc1 (stereo unspecified)
    1827	1608
COc1ccc(CC(=O)NCc2nnc(SCC(=O)Nc3ccc(OC)cc3)n2C)cc1
    1561	1548
CC(OC(=O)C1CCCCC1)C(=O)Nc1cccc(Cl)c1 (stereo unspecified)
    1557	1424
O=C(Nc1nc(-c2cc(F)ccc2F)cs1)C1=NN(c2ccccc2)C(=O)CC1
    1880	1630
Cc1cc2[nH]c3c(c[n+](C)c4ccccc34)c2cc1C
    1613	1522
COC(=O)CN1C(=S)N(c2ccc(OC)cc2)C(=O)C1CC(=O)Nc1ccc(F)cc1 (stereo unspecified)
    1753	1494
Fc1ccc(CSc2ccc3nnc(-c4ccccn4)n3n2)cc1
    1896	1559
Cc1ccccc1N1C(S)=C(C#N)C(=O)NC1c1ccco1 (stereo unspecified)
    1858	1799
CCOC(=O)CC(=O)CSc1nc2c(c(-c3cccs3)c1C#N)CCC2
    1904	1803
COC(=O)c1ccc(N)c(N=CC2=C(O)CC(C)(C)CC2=O)c1
    1843	1558
CCN(CC)CCn1nc2c3c(cccc3c1=O)-c1ccccc1-2
    1880	1572
CCOC(=O)c1c(C)[nH]c(C)c1C(=O)COC(=O)c1cc(OC)c(OC)cc1OC
    2019	1638
CCOC(=O)N1CCN(C(=O)Nc2cccc3ccccc23)CC1
    1861	1556
CCCn1c(C2CC(=O)N(c3cc(OC)ccc3OC)C2)nc2ccccc21 (stereo unspecified)
    1842	1517
COc1ccc(CCNC(=O)C2CC(=O)N(c3ccc(C(C)(C)C)cc3)C2)cc1OC (stereo unspecified)
    1615	1423
Cn1c(=O)c2c(ncn2CC(=O)Nc2nc(-c3ccccc3Cl)cs2)n(C)c1=O
    1794	1532
COc1ccc(CSc2nnnn2Cc2ccccc2)cc1OC
    1769	1702
COc1cccc(C(=O)C2=NN(C(C)=O)CC2c2ccco2)c1 (stereo unspecified)
    1582	1448
CCOC(=O)CNC(=O)C12CC3CC(CC(C3)C1)C2
    2038	1699
O=C1/C(=C\c2ccco2)SC(=S)N1c1ccccc1
    1707	1698
CN(C)S(=O)(=O)Nc1cc(Cl)cc(Cl)c1
    1923	1582
CCN(CC)S(=O)(=O)c1ccc(N2CCCC2)c(NC(=O)c2ccc(OC)cc2OC)c1
    1692	1644

Remaining list, next part.
Structure	SRC1 TRFRET art	SRC3 TRFRET art
O=C(CN1C(=O)c2ccccc2C1=O)NCCc1c[nH]c2ccc(Cl)cc12	1765	1518
Cn1c(SCC2CCCCC2)nnc1-c1ccncc1	1917	1578
CCOc1ccc(-n2c(SCc3ccc([N+](=O)[O-])cc3)nnc2-c2ccc(OC)cc2)cc1	1614	1516
Cc1csc(NC(=O)C2CCN(S(=O)(=O)c3cccs3)CC2)n1	1644	1439
Cc1ccc(N2C(=O)NC(NC(=O)C3CC3)(C(F)(F)F)C2=O)cc1 (stereo unspecified)	1834	1704
COc1ccc(C(=O)Nc2cc(C)on2)cc1S(=O)(=O)N1CC(c2ccccc2)CC1=O (stereo unspecified)	1692	1450
CN(C(=O)COC(=O)c1c2c(nc3ccccc13)/C(=C/c1cccc([N+](=O)[O-])c1)CCC2)C1CCS(=O)(=O)C1 (stereo unspecified)	1681	1576
Cc1c(Cl)cccc1NC(=O)CCC(=O)NNC(=O)c1ccccc1	1719	1534
CCN(CC)C(=O)C(=O)Nc1ccc(OC)c(Cl)c1	1652	1664
O=C(NCc1ccccc1Cl)C1CCC(CNc2c(N3CCCCC3)c(=O)c2=O)CC1 (stereo unspecified)	2073	1526
O=S(=O)(NCC1CCCO1)c1cnc(Cl)c(Br)c1 (stereo unspecified)	1889	1490
CCOC(=O)c1cnc(-n2nc(C)cc2C)nc1NNc1cc(-c2ccccc2)nc(C)n1	1933	1538
COc1ccc(C(=O)NCCCCCC(=O)N/N=C/c2ccco2)cc1OC	2071	1832
CCOc1ccc2nc(NC(=O)/C=C/c3ccc4c(c3)OCO4)sc2c1	1956	1523
CCS(=O)(=O)N1CCN(C(=O)c2ccccc2[N+](=O)[O-])CC1	1790	1529
O=[N+]([O-])c1cccc2c(N3CCOCC3)ccnc12	1830	1423
COc1ccc(-c2csc(Nc3ccc(C)cn3)n2)cc1	1951	1571
O=c1c2c(nc3cc(-c4ccc(Cl)cc4)[nH]n13)CCS2	1758	1533
Cc1cccn2c(=O)c(/C=C(\C#N)C(=O)NCc3ccco3)c(N3CCCCC3)nc12	1627	1534
CCc1sc(C(=O)Nc2ccccc2N2CCOCC2)cc1C	1594	1483
CS(=O)(=O)N(CCc1ccccc1)CC(=O)NCc1ccccc1	1696	1646
O=C(CCc1ccccc1)N/N=C/c1cc(Br)ccc1O	1952	1649
Cc1cccc(C(=O)NC(CC(=O)O)c2ccc(OC3CCCC3)cc2)c1[N+](=O)[O-] (stereo unspecified)	1624	1498
COc1ccc(/C=N/Nc2nc(-c3cccc(S(=O)(=O)N4CCCC4)c3)cs2)c(OC)c1	1580	1538
O=C(COC(=O)c1ncc(Cl)c(Cl)c1Cl)Nc1ccccc1OC(F)F	1735	1906
CS(=O)(=O)Nc1ccc(S(=O)(=O)N2CCCC2)cc1	1656	1591
O=C(c1nn2c(C(F)(F)F)cc(-c3cccs3)nc2c1Br)N1CCCc2ccccc21	1865	1487
O=C(Nc1ncc(Cc2cccc(Cl)c2)s1)c1ccc([N+](=O)[O-])cc1	1763	1338
COC(=O)C1CSC(C(=O)OC)N1C(=O)CN1CCN(c2ccccc2)CC1 (stereo unspecified)	1616	1566
S=C(c1c[nH]c2ccccc12)N1CCCC1	1572	1463
COc1cc(OC)cc(C(=O)NNC(=O)c2ccc(S(=O)(=O)N3CC(C)OC(C)C3)cc2)c1 (stereo unspecified)	1712	1615
CCc1ccc(/C=N/NC(=O)c2cc(C)on2)s1	1904	1704
C(=N\N=C\c1cccnc1)/c1cccnc1	1873	1654
Cc1ccc(S(=O)(=O)/N=C(\Nc2cc(C)on2)c2ccc(Cl)cc2)cc1	1938	1849
Cc1nc2cc(S(=O)(=O)N(C)C)ccc2n1-c1ccccc1	1799	1423
O=[N+]([O-])c1ccccc1/C=N/Nc1nnc(-c2ccccc2)c(-c2ccccc2)n1	1682	1468
Cc1ccccc1N/C(SCc1cccc(Br)c1)=C(/C#N)C(N)=O	1696	1405
Cc1cccc(C)c1NC(=O)C(Cl)=C(Cl)Cl	2112	1627
CCC1=NN2C(=N)/C(=C/c3c(C)nn(-c4ccccc4)c3Cl)C(=O)N=C2S1	1858	1534
O=C(Nc1ccc(CN2CCOCC2)cc1)c1cccc(-c2cc3ccccc3oc2=O)c1	1879	1679
CCOc1ccc(/C=N/OCC(=O)NCc2ccc3c(c2)OCO3)cc1OC	1827	1600
Cc1ccc(-n2c(O)c(C=Nc3cc(C)on3)c3ccccc3c2=O)c(C)c1	1550	1569
O=C1C2C(C(=O)N1/N=C/c1cc([N+](=O)[O-])c(O)cc1O)C1C=CC2C12CC2 (stereo unspecified)	1928	1727
O=C(NNC(=S)NC1CCCCC1)c1ccc(Cl)s1	1993	1918
CS(=O)(=O)CCC(C(=O)OCC(=O)c1ccc(Cl)cc1)N1C(=O)c2ccccc2C1=O (stereo unspecified)	1803	1472
O=C(OCCCN=C1NS(=O)(=O)c2ccccc21)c1ccc([N+](=O)[O-])cc1	1641	1482
Cc1n[nH]c(=S)n(NC(=O)CC(=O)Nn2c(=S)[nH]nc(C)c2=O)c1=O	1886	1484
COc1ccc(NC(=O)CN2C(=O)c3ccccc3Sc3ccc(C(=O)N4CCOCC4)cc32)c(OC)c1	1794	1620
CCCC(=O)OCC(=O)Nc1cc(Cl)ccc1[N+](=O)[O-]	1580	1455
NC(=O)C1CCN(c2ncc(C(F)(F)F)cc2Cl)CC1	1806	1566
O=C(c1cccs1)N1CCc2c([nH]c3ccccc23)C1c1ccccn1 (stereo unspecified)	1770	1838
Cc1ccn(-c2cccc(-n3ccc(C)n3)n2)n1	1970	1599
Cc1ccc(C(=O)N2CCN(S(=O)(=O)c3ccccc3)CC2)cc1	1785	1386
Cc1cccc(N2CCN(C(=O)c3cc(S(=O)(=O)N(C)C)ccc3N3CCCC3)CC2)c1C	1604	1494
CCn1ncc(Br)c1C(=O)Nc1ccccc1OC	2002	1472
Cc1ccc(CNC(=O)COC(=O)c2ccc(Cl)c(N)c2)cc1	1906	1664
Cc1ccnc(SCc2cc(=O)c(OC(=O)c3ccccc3)co2)n1	2031	1584
COc1cccc(C2CC(C(F)(F)F)n3nc(C(=O)Nc4c(C)n(C)n(-c5ccccc5)c4=O)cc3N2)c1 (stereo unspecified)	1931	1664
C[C@]1(C(=O)O)C=C[C@@H](Cc2ccccc2)N1C(=O)c1ccccc1	1723	1419
O=C(Nc1ccccc1)c1ccc(-c2ccccc2C(F)(F)F)o1	1876	1557

Other entries.
Structure	SRC1 TRFRET art	SRC3 TRFRET art
CCOC(=O)COc1cc(O)c2c(=O)cc(-c3ccccc3)oc2c1	1838	1397
NC(=O)c1ccc[n+](CC(=O)c2ccc(Br)cc2)c1	1708	1679
Cc1ccc(NCCC(=O)c2ccccc2)cc1Cl	1789	1623
O=C(NCCc1ccccn1)C1CCN(S(=O)(=O)c2ccc3ccccc3c2)CC1	1647	1536
CSc1ncccc1C(=O)OCC(=O)c1ccccc1	1984	1416
CC(C)(C#N)NC(=O)c1ccco1	1585	1478
CCOC(=O)N1CCN(C(=O)c2c(-c3ccccc3)noc2C)CC1	1614	1216

An excerpt of these results, field by field:
CCOC(=O)N1CCN(C(=O)c2c(-c3ccccc3)noc2C)CC1
- SRC1 TRFRET art: 1614
- SRC3 TRFRET art: 1216

Cc1ccc(NCCC(=O)c2ccccc2)cc1Cl
- SRC1 TRFRET art: 1789
- SRC3 TRFRET art: 1623

NC(=O)c1ccc[n+](CC(=O)c2ccc(Br)cc2)c1
- SRC1 TRFRET art: 1708
- SRC3 TRFRET art: 1679

O=C(NCCc1ccccn1)C1CCN(S(=O)(=O)c2ccc3ccccc3c2)CC1
- SRC1 TRFRET art: 1647
- SRC3 TRFRET art: 1536
